RGS4 inhibitor – Inhibitors of Regulator of G Protein Signaling (RGS) 4: qHTS | Regulator of G-protein signaling 4 (Homo sapiens), P49798 | Transcreener GDP fluorescence polarization, RGS4-accelerated GTP hydrolysis | Potency, µM (doses to about 114 µM), inactives show top-dose activity change, negative = inhibition, actives largely listed as inhibitors | 390,000 tested, 0.039% active | AID 504845, 2011; also: potency is read from the fitted curve at half-maximal effect; % is scaled to controls: 0 for no effect and ±100 for the full control effect; nearly all actives have a fitted effect of over 75% in size; some results filed as inactive show a strong effect at the top dose
Target sequence (P49798 whole entry, looked up): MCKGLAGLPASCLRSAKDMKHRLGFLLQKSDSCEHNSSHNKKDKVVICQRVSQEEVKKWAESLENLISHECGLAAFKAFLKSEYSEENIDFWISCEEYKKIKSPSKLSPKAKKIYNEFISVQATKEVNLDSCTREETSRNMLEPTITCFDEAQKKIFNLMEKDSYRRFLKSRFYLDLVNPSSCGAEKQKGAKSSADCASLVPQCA
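MLSMR compounds (23 nl, pin-transferred) preincubated 10 min at room temperature with a 500nM (2x) first reagent, then RGS4 at 900nM (2x) plus Transcreener GDP mix added; fluorescence polarization (620/688 nm) read before and after 90 min at 30 °C.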
POLB inh – qHTS Assay for Inhibitors of DNA Polymerase Beta. P06746. 340,000 tested, 1.3% active. Pol beta primer extension/strand displacement, fluorescence kinetic. Potency, µM (series often up to 114 µM), inactives show top-dose activity change, negative = inhibition, most hits filed as inhibitors; also: potency is read from the fitted curve at half-maximal effect; % is scaled to controls: 0 for no effect and ±100 for the full control effect
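10 nM enzyme + cpd, 15 min RT; start with substrate 50 nM final; read 0 min and after 10 min RT. Corrected, normalized data; 4-parameter Hill curve fit.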
Pol kappa inh – qHTS for Inhibitors of Polymerase Kappa; 400,000 tested, 0.53% active; Potency, µM (top dose mostly 107 µM), inactives show at the top dose activity, negative = inhibition, actives largely listed as inhibitors; purified Pol kappa, fluorescent DNA synthesis assay, 10 min; AID 588579, 2011; DNA polymerase kappa (Homo sapiens), Q9UBT6; also: potency is read from the fitted curve at half-maximal effect; % is scaled to controls: 0 for no effect and ±100 for the full control effect
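50 nM final substrate added after 15 min RT preincubation of 10 nM Pol kappa with compound; fluorescence read at 0 and 10 min.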
LDHA block – qHTS assay for inhibitors of human lactate dehydrogenase. 480,000 tested, 0.15% active. purified LDHA, NADH/diaphorase-resazurin fluorescence; active compounds read low. activity change, % (values are at about 110 or 230 µM). L-lactate dehydrogenase A chain (Homo sapiens), P00338. AID 1347041, 2019; in the data active = activity change below about -30%; inconclusive = mostly about -25% to -30%;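 also: plate controls were DMSO wells for no effect and wells without enzyme for full effect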
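Remaining NADH was detected by diaphorase (0.133 mg/mL) converting 37 µM resazurin to fluorescent resorufin, read at 0 and 20 minutes. The preceding 5-minute room-temperature reaction used 2 nM LDHA, 0.2 mM sodium pyruvate and 0.06 mM NADH at pH 7.4.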
Anesthetic bind – qHTS Assay for Identification of Novel General Anesthetics; Ferritin light chain (Equus caballus), P02791; apoferritin/1-aminoanthracene competitive binding, fluorescence; Potency, µM (titrated, usually from 77.5 µM), inactives show at the highest dose activity change, negative = displacement, actives largely listed as inhibitors; 350,000 tested, 0.074% active; also: potency is read from the fitted curve at half-maximal effect; % is scaled to controls: 0 for no effect and ±100 for the full control effect; nearly all actives have a fitted effect of over 20% in size
Target sequence (P02791 2-175 limits assumed): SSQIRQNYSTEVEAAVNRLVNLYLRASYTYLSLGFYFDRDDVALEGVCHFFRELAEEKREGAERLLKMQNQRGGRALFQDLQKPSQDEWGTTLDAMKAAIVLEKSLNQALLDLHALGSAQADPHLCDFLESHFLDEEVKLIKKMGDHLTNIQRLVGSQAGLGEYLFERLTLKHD
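In PBS, apoferritin at 10 uM is loaded with 1-AMA from a 50% saturated solution. After 10 min of compound exposure at ambient temperature, reduced 535 nm fluorescence indicates probe displacement.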
POLH inh – qHTS for Inhibitors of Polymerase Eta; recombinant Pol eta, fluorescent DNA replication assay; Potency, µM (top dose mostly 114 µM), for inactives: at the top dose activity change, negative = inhibition, hits mostly inhibitors; 390,000 tested, 1.2% active; AID 588591, 2011; also: potency is read from the fitted curve at half-maximal effect; % is scaled to controls: 0 for no effect and ±100 for the full control effect
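Pol eta at 10 nM preincubated with compounds 15 min at room temperature; reaction started with fluorescent substrate (50 nM final) and read kinetically at 0 and 10 min.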
ERG-DNA inh – qHTS for Small Molecule Inhibitors of the ERG Ets/DNA interaction; Transcriptional regulator ERG (Homo sapiens), P11308; fluorescence polarization, His-ERG Ets domain / labelled DNA; Potency, µM (highest dose often 76.9 µM), without a hit: at the highest dose FP activity, negative = inhibition, most hits filed as inhibitors; 370,000 tested, 0.028% active; AID 624246, 2012; active = well fitted inhibition curve with a large enough effect in the polarisation, with a control signal flat; inconclusive = small, poorly fitted or top-dose-only effect, or effect the other way, or a change in a side signal; inactive = no such curve, though single readings can be large or run the other way; the % refers to the polarisation;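 also: polarization taken with two DNA probes labelled with fluorescein and Texas red; potency is read from the fitted curve at half-maximal effect; % of control where 0% means no effect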
Target sequence (P11308 whole entry, looked up, the tested form may be a part): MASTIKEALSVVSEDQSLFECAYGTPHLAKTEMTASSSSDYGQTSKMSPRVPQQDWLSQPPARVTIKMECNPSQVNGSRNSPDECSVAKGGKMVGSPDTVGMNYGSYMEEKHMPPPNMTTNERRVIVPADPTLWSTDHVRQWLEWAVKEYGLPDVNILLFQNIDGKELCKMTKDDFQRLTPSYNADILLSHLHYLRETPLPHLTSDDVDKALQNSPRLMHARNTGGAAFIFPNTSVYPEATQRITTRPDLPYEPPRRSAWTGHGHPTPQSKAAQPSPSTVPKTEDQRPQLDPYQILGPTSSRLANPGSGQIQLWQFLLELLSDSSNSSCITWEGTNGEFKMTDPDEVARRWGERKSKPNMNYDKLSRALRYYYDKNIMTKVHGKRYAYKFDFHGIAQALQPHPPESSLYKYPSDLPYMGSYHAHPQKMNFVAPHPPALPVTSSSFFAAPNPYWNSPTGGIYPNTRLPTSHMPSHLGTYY
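His-tagged ERG Ets domain (1 uM in the protein solution; 300mM KCl, 50mM Tris-HCl, 1mM EDTA, 1mM DTT, pH 7.5) received compound, then a probe mix of 5 nM fluorescein-DNA and 100nM Texas-615-DNA. Fluorescence polarization was read for both dyes.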
APE1 inh – qHTS Assay for Inhibitors of the Human Apurinic/apyrimidinic Endonuclease 1 (APE1); 350,000 tested, 0.35% active; Potency, µM (titrated, usually from 65.8 µM), inactives show at the top dose activity change, negative = inhibition, usual class: inhibitors; AID 2517, 2012; recombinant APE1, TAMRA/BHQ-2 abasic DNA cleavage fluorescence;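 also: potency is read from the fitted curve at half-maximal effect; plate controls were vehicle for no effect and reference inhibitor for full effect; nearly all actives have a fitted effect of over 55% in size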
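Compound pre-exposure to 0.75 nM APE1, 15 min at ambient temperature. Reaction initiated with 50 nM TAMRA/BHQ-2 THF substrate, read immediately in kinetic mode, 525 nm excitation, 598 nm emission.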
ALOX12 inh – Primary qHTS assay for inhibitors of human arachidonate 12S-lipoxygenase (ALOX12): Round 2. Potency, µM (titrated, usually from 108 µM), for the others: top-dose activity change, negative = inhibition, hits mostly inhibitors. purified 12hLO, xylenol orange hydroperoxide absorbance. 580,000 tested, 1.1% active; also: potency is read from the fitted curve at half-maximal effect; % is scaled to controls: 0 for no effect and ±100 for the full control effect
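Hydroperoxide product was detected by ferrous iron/xylenol orange as the 573 to 405 nm absorbance ratio. Arachidonic acid at 40 uM (final) was turned over for 30 min at room temperature by 150 nM human 12hLO, pH 7.0 Hepes buffer, after 15 min compound preincubation.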
Starred values were filed as active, the others as inactive; ? = inconclusive; . = no result given; [ ] = another dose, or the depositor's remark. Unless noted, calls follow the shape of the dose curve; as a rule, active = well fitted curve in the direction sought with a large enough effect; inconclusive = small, poorly fitted or top-dose-only effect, or another doubt; inactive = no such curve, though single readings can be large; an effect the other way counts as inactive or inconclusive.

1. O=C(c1ccco1)N1CCN(S(=O)(=O)c2ccc(Cl)cc2)CC1
2. COc1ccc(NC(=O)COC(=O)c2ccc(OCc3ccc(Cl)cc3Cl)c(OC)c2)c(OC)c1
3. COc1ccccc1OCCn1c(C(C)Oc2ccccc2)nc2ccccc21 (centres undefined)
4. CC(C)CCNC(=O)CN1C(=O)COc2ccc(S(=O)(=O)N3CCOCC3)cc21
5. COC(=O)c1ccccc1NC(=O)Nc1cc(C)ccn1
6. CC(C)n1nnc2cc(C(=O)O)ccc21
7. CCN(CC)S(=O)(=O)c1ccc(C(=O)NNC(=O)c2csc(N3CCOCC3)n2)cc1
8. O=c1c(=O)n(-c2ccccc2)ccn1Cc1c(F)cccc1Cl

| assay / compound | 1 | 2 | 3 | 4 | 5 | 6 | 7 | 8 |
| --- | --- | --- | --- | --- | --- | --- | --- | --- |
| RGS4 inhibitor | 18% | -19% | 12% | -6% | 18% | . | -32% | -10% |
| POLB inh | 31% | 29%[57.1 µM] | -2% | 27% | -11% | . | . | ? |
| Pol kappa inh | -14% | -3% | ? | -1% | -1% | ? | -7% | -9% |
| LDHA block | -9 | -1 | -2 | 2 | -11 | . | 0 | -7 |
| Anesthetic bind | -6% | 1% | 133%[activator] | -2% | -7% | 4% | . | -21% |
| POLH inh | 7% | -25% | ? | -11% | 2% | . | -4% | 1% |
| ERG-DNA inh | 5% | -3% | 4% | -6% | -4% | . | 12% | 0% |
| APE1 inh | 25% | 0% | . | . | ? | 1% | 23% | . |
| ALOX12 inh | 0% | 3% | -30% | -10% | 1% | ? | 2% | -10% |

9. O=S(=O)(Cc1ccccc1)Cc1cnc(Cl)s1
10. Cc1ccc(S(=O)(=O)NNC(=O)c2ccncc2)cc1
11. COc1cc(NC(=O)c2ccco2)c(OC)cc1NC(=O)Nc1ccc(Cl)cc1
12. Cc1ccc(NC(=O)CN2C(=O)c3ccccc3C2=O)cc1
13. Cc1nc(N2CCOCC2)c2c(C(=O)N(C)c3ccccc3)c(C)oc2n1
14. Cc1cc2oc(=O)cc(Cn3ccnc3)c2cc1O
15. O=C(OCCCOC(=O)c1ccc(O)cc1)c1ccc(O)cc1
16. O=C(CSc1n[nH]c(-c2cccnc2)n1)OC1CCCCC1

| assay / compound | 9 | 10 | 11 | 12 | 13 | 14 | 15 | 16 |
| --- | --- | --- | --- | --- | --- | --- | --- | --- |
| RGS4 inhibitor | 1% | -2% | 2% | 1% | -23% | 11% | -3% | ? |
| POLB inh | 32% | 4% | ? | 10% | -13% | -15% | ? | -15% |
| Pol kappa inh | 2% | ? | -3% | -1% | -18% | -1% | 0% | -9% |
| LDHA block | -6 | 8 | 4 | -8 | -5 | 0 | -6 | -5 |
| Anesthetic bind | -2% | 0% | -1% | -14% | -2% | -10% | ? | -7% |
| POLH inh | -20% | -16% | 12% | -5% | -4% | -6% | -24% | -12% |
| ERG-DNA inh | 7% | . | . | -7% | -3% | 11% | 7% | -9% |
| APE1 inh | ? | -2% | -7% | -4% | . | 12% | -16% | 6% |
| ALOX12 inh | 2% | -2% | 2% | 1% | -7% | . | 190%[activator] | ? |

Records 9 through 13 from above:
9. O=S(=O)(Cc1ccccc1)Cc1cnc(Cl)s1
10. Cc1ccc(S(=O)(=O)NNC(=O)c2ccncc2)cc1
11. COc1cc(NC(=O)c2ccco2)c(OC)cc1NC(=O)Nc1ccc(Cl)cc1
12. Cc1ccc(NC(=O)CN2C(=O)c3ccccc3C2=O)cc1
13. Cc1nc(N2CCOCC2)c2c(C(=O)N(C)c3ccccc3)c(C)oc2n1

| assay / compound | 9 | 10 | 11 | 12 | 13 |
| --- | --- | --- | --- | --- | --- |
| RGS4 inhibitor | 1% | -2% | 2% | 1% | -23% |
| POLB inh | 32% | 4% | ? | 10% | -13% |
| Pol kappa inh | 2% | ? | -3% | -1% | -18% |
| LDHA block | -6 | 8 | 4 | -8 | -5 |
| Anesthetic bind | -2% | 0% | -1% | -14% | -2% |
| POLH inh | -20% | -16% | 12% | -5% | -4% |
| ERG-DNA inh | 7% | . | . | -7% | -3% |
| APE1 inh | ? | -2% | -7% | -4% | . |
| ALOX12 inh | 2% | -2% | 2% | 1% | -7% |

Another view of four compounds above:
no.	compound	RGS4 inhibitor	POLB inh	Pol kappa inh	LDHA block	Anesthetic bind	POLH inh	ERG-DNA inh	APE1 inh	ALOX12 inh
5	COC(=O)c1ccccc1NC(=O)Nc1cc(C)ccn1	18%	-11%	-1%	-11	-7%	2%	-4%	?	1%
6	CC(C)n1nnc2cc(C(=O)O)ccc21	.	.	?	.	4%	.	.	1%	?
7	CCN(CC)S(=O)(=O)c1ccc(C(=O)NNC(=O)c2csc(N3CCOCC3)n2)cc1	-32%	.	-7%	0	.	-4%	12%	23%	2%
8	O=c1c(=O)n(-c2ccccc2)ccn1Cc1c(F)cccc1Cl	-10%	?	-9%	-7	-21%	1%	0%	.	-10%

More compounds:
17. COc1cc(NC(=O)c2ccc3c(c2)OCO3)ccc1NC(=O)c1ccco1
18. Cc1ccc(C(=O)NCCCC(=O)O)o1
19. Cc1onc(-c2ccccc2Cl)c1C(=O)NCCN1Cc2ccccc2C1=O
20. CCOc1ccc(CCNC(=O)c2cn(CC)c3ccc(S(=O)(=O)N4CCCCCC4)cc3c2=O)cc1OCC
21. O=C(CNC(=O)c1cccs1)OCC(=O)c1ccc2ccccc2c1
22. Cc1cc(C)n2cc(CSc3nc4ccccc4[nH]3)nc2n1
23. COc1ccc(C2CC(c3ccc(Br)cc3)=NN2C(=S)Nc2ccccc2)cc1 (centres undefined)
24. C/C(Sc1nnc(Cc2ccccc2)o1)=C(\O)c1ccccc1

| assay / compound | 17 | 18 | 19 | 20 | 21 | 22 | 23 | 24 |
| --- | --- | --- | --- | --- | --- | --- | --- | --- |
| RGS4 inhibitor | -13% | -5% | -17% | -2% | -8% | -25% | 1% | -2% |
| POLB inh | 18% | -1% | 6% | ? | 4% | -8% | -18% | . |
| Pol kappa inh | 7% | 1% | -4%[60.1 µM] | -8% | -3% | -10% | -4% | 7% |
| LDHA block | 5 | 1 | -6 | 5 | -2 | -1 | -4 | -1 |
| Anesthetic bind | 2% | 6% | -10% | ? | 14µM* | 1% | -1% | . |
| POLH inh | -4% | -10% | -9% | -27% | -5% | ? | -16% | -19% |
| ERG-DNA inh | 0% | 0% | . | 1% | -11% | . | -7% | 9% |
| APE1 inh | 21% | 2% | -6% | . | -5% | 4% | -13% | . |
| ALOX12 inh | ? | 0% | -17% | -24% | -19% | 9% | -18% | -14% |

An excerpt. The share of hits here may be higher or lower than overall.
